Assay outcomes: PubChem BioAssay, NCI
Growth percent in the NCI-60 one-dose screen (48 h, 10 µM unless noted): 100 = growth as untreated, 0 = no growth, -100 = all killed.
SK-MEL-5: SK-MEL-5 melanoma; 6.4% of 80,000 active
SK-MEL-2: SK-MEL-2 melanoma; 4.7% of 77,000 active
MALME-3M: MALME-3M melanoma | 5.8% of 78,000 active | AID 1794766
LOX IMVI: LOX IMVI melanoma. 7.4% of 79,000 active
UACC-257: UACC-257 melanoma | 4.4% of 78,000 active | AID 1794764
MDA-MB-435: MDA-MB-435 melanoma. 7.8% of 82,000 active. AID 1794794
SK-MEL-28: SK-MEL-28 melanoma; AID 1794761; 4.1% of 81,000 active
UACC-62: UACC-62 melanoma | 5.4% of 81,000 active | AID 1794756
An asterisk follows results filed as active; · = not tested or not shown; & = joins results of further samples. Rule for the calls: active = growth percent below 10; inactive = the rest.

1: CC[n+]1c2ccc(C)cc2nc2c3ccccc3c(N)cc21
2: Cc1cc(C(=O)CC(=O)C(F)(F)F)c(C)o1
3: CC(C)Sc1cc(=O)[nH]c(N)n1
4: COc1ccc(NC(=O)c2sc(N)c(C#N)c2C)cc1
5: O=C(O)CC1S/C(=N/N=C/c2ccc3c(c2)OCCO3)NC1=O (configuration not stated)
6: O=C(Cn1cc(CN2C(=O)c3ccccc3S2(=O)=O)nn1)Nc1cccc(Cl)c1
7: CC1(C)S[C@@H]2[C@H](NC(=O)[C@@H](N)c3ccc(O)cc3)C(=O)N2[C@H]1C(=O)O
8: O=C(O)c1ccc(S(=O)(=O)O)o1

screen / no.,1,2,3,4,5,6,7,8
UACC-257,69.1,104.5,84.2,132.0,94.6,112.8,97.5,99.7
SK-MEL-28,97.8,102.5,114.0,110.9,120.7,105.5,109.0,108.4&124.1
MALME-3M,126.2,99.3,108.8,115.0,100.2,99.6,108.1,95.5&100.2
MDA-MB-435,105.5,104.5,109.1,111.8,102.6,100.3,109.1,102.3&108.0
SK-MEL-5,84.5,103.5,103.4,116.9,102.4,105.9,99.5,102.9&108.1
UACC-62,92.6,104.1,100.3,109.7,101.4,97.4,102.3,105.1&101.1
SK-MEL-2,·,100.5,110.2,111.1,109.5,96.7,102.6,96.6
LOX IMVI,31.1,104.0,102.2,117.5,101.3,89.5,87.0,99.7&103.2

9: Cc1ccc(C(=O)NN2C(=O)CSC2c2ccc(Cl)cc2)cn1 (configuration not stated)
10: Cc1ccc2c(c1)-c1cc(C)nn1-c1ccc(C#N)cc1O2
11: CC(=O)Oc1ccc(/C(=C(\C)c2ccccc2)c2ccc(OCCCN(C)C)cc2)cc1
12: CC1=C(CCN2CCN(c3ccccc3)CC2)C(=O)N2N=C(c3ccccc3)OC2N1 (configuration not stated)
13: COc1ccc(/C=C2\C=C(c3ccc(F)cc3)N(Cc3ccc(F)cc3)C2=O)cc1OC
14: CN(CCO)CC(O)Cn1cnc2c(N)ncnc21 (configuration not stated)
15: O=C(c1ccccc1)[C@@H](c1ccccc1)[C@]1(O)C(=O)Nc2ccccc21
16: CSc1nc(S(C)(=O)=O)ncc1C

screen / no.,9,10,11,12,13,14,15,16
UACC-257,109.6,78.4,75.4,103.5,96.6,99.1,96.8,90.7
SK-MEL-28,90.8,70.3,84.3,102.9,103.1,121.5,96.2,101.3
MALME-3M,139.8,76.1,77.8,107.8,90.5,101.2,98.2,102.2
MDA-MB-435,91.1,8.7*,69.9,95.5,94.4,100.9,98.4,98.3
SK-MEL-5,99.2,75.9,84.1,95.4,70.9,108.8,92.1,97.8
UACC-62,93.5,52.4,97.7,81.2,80.0,102.3,85.9,86.0
SK-MEL-2,102.4,44.7,95.3,105.0,105.8,111.2,96.9,103.6
LOX IMVI,97.4,49.4,72.6,96.0,88.1,102.6,91.1,97.3

17: COc1ccc(/C=C(/C(=O)N2CCN(c3ccccc3)CC2)c2cc(OC)c(OC)c(OC)c2)cc1N
18: CCCCCCCCCCSC(=NCC)NCC
19: COc1ccc2cc(-c3nc4nonc4[nH]c3=O)ccc2c1
20: CC(C)(C)OC(=O)NC(=NCCC[C@H](NC(=O)OC(C)(C)C)C(=O)NCCCCCCNC(=O)OCc1ccccc1)NC(=O)OC(C)(C)C
21: CC(=O)O[C@@H]1[C@H](OC(=O)c2c(C)cc(O)cc2O)[C@@H](CO)O[C@H]1n1ccc(=O)[nH]c1=O
22: Cc1cc(=O)oc2ccc3ccccc3c12
23: COc1cc(OC)c2cc(C(=O)O)c(=O)oc2c1
24: Cc1nc2c(C)c(C(=O)Nc3cccc(C(F)(F)F)c3)sc2c(=O)[nH]1

screen / no.,17,18,19,20,21,22,23,24
UACC-257,69.2,103.1,100.8,94.0,·,85.1,76.0,104.5
SK-MEL-28,64.0,110.2,121.2,79.1,99.1,107.3,118.2,103.6
MALME-3M,66.3,100.7,87.5,68.9,·,101.6,112.9,123.7
MDA-MB-435,-48.7*,107.2,109.0,79.6,104.3,93.4,76.8,98.0
SK-MEL-5,7.4*,96.7,102.0,82.3,104.0,97.0,94.6,94.8
UACC-62,27.9,99.9,102.9,81.2,92.1,92.9,95.5,83.2
SK-MEL-2,·,100.6,102.7,60.3,98.1,101.4,-11.0*,90.7
LOX IMVI,27.2,89.2,108.8,87.2,·,107.0,67.0,82.0

25: O=C1CC(c2ccsc2)c2snc(-c3cccc(F)c3)c2N1 (configuration not stated)
26: COc1ccc(C23N=CC4(CCC(=O)N4c4ccccc4C2O)O3)cc1 (configuration not stated)
27: NNCCC(=O)O
28: FC(F)(F)c1ccc(-c2cnc(-n3cc(COCCN4CCCCC4)nn3)nc2NC2CCCCCC2)cc1
29: CC(CC(=O)O)C(C)C(=O)O (configuration not stated)
30: CCN1CC2=C(Nc3nc(SC)[nH]c(=O)c3C2c2ccc(Br)cc2)/C(=C/c2ccc(Br)cc2)C1 (configuration not stated)
31: COc1ccc2c(c1)CCc1cc(C#N)c(=O)[nH]c1-2
32: CCC(C)c1ccccc1OCC(C)O (configuration not stated)

screen / no.,25,26,27,28,29,30,31,32
UACC-257,88.0,107.9,96.3,-89.7*,100.8,87.3,98.5,109.3
SK-MEL-28,101.2,108.6,111.4,-90.5*,103.8,106.8,109.8,102.9
MALME-3M,87.6,86.9,99.2,-86.3*,105.1,98.4,95.7,118.9
MDA-MB-435,84.2,100.1,93.6,-68.9*,99.0,77.2,97.6,115.1
SK-MEL-5,99.6,100.7,103.4,-91.0*,101.2,82.8,84.8,101.7
UACC-62,86.7,95.9,98.3,-79.2*,99.8,87.9,57.7,102.9
SK-MEL-2,90.0,104.3,118.3,·,107.9,105.5,·,102.7
LOX IMVI,97.7,94.2,97.6,-55.8*,99.8,83.9,84.7,100.4

Some of these compounds in order of length of the SMILES, descending.
28: FC(F)(F)c1ccc(-c2cnc(-n3cc(COCCN4CCCCC4)nn3)nc2NC2CCCCCC2)cc1
26: COc1ccc(C23N=CC4(CCC(=O)N4c4ccccc4C2O)O3)cc1 (configuration not stated)
31: COc1ccc2c(c1)CCc1cc(C#N)c(=O)[nH]c1-2
32: CCC(C)c1ccccc1OCC(C)O (configuration not stated)
27: NNCCC(=O)O

screen / no.,28,26,31,32,27
UACC-257,-89.7*,107.9,98.5,109.3,96.3
SK-MEL-28,-90.5*,108.6,109.8,102.9,111.4
MALME-3M,-86.3*,86.9,95.7,118.9,99.2
MDA-MB-435,-68.9*,100.1,97.6,115.1,93.6
SK-MEL-5,-91.0*,100.7,84.8,101.7,103.4
UACC-62,-79.2*,95.9,57.7,102.9,98.3
SK-MEL-2,·,104.3,·,102.7,118.3
LOX IMVI,-55.8*,94.2,84.7,100.4,97.6

Further structures follow.
33: CSc1ccc(-c2n[nH]nc2-c2cc3ccccc3s2)cc1
34: O=[N+]([O-])c1ccc(SSc2ccc([N+](=O)[O-])cc2Cl)c(Cl)c1
35: O=C(O)c1cc(NCc2cccc(Br)c2)ccc1N1CCOCC1
36: CSc1[nH]c(=O)ncc1F
37: CC1=C([Se]CC(OC(=O)[C@@H](CSSC(C)(C)C)NC(=O)C(C)(C)C)C(=O)NCCCCCC(=O)OCc2ccccc2)C(=O)c2ccccc2C1=O (some centres not stated)
38: O=C1NC(=O)C(=Cc2cn(Cc3ccccn3)c3ccccc23)C(=O)N1
39: CCCCCC(=O)N1CCCCCC1
40: COc1ccc(/C=C2\Oc3cc(C)c(Cl)c(C)c3C2=O)cc1

screen / no.,33,34,35,36,37,38,39,40
UACC-257,58.4,118.5,109.9,72.8,-20.8*,102.6,101.1,95.7
SK-MEL-28,59.5,108.7,98.7,110.7,-27.3*,113.8,103.6,102.0
MALME-3M,69.4,90.8,104.2,97.8,-39.1*,100.6,106.0,100.8
MDA-MB-435,-19.0*,113.1,102.3,101.8,14.2,101.3,101.1,104.3
SK-MEL-5,·,95.5,103.0,100.5,-48.8*,98.3,106.1,94.4
UACC-62,47.5,79.7,97.0,92.8,-30.6*,85.7,114.7,75.4
SK-MEL-2,33.0,103.8,105.7,116.7,-24.2*,102.2,110.0,102.2
LOX IMVI,34.9,77.3,101.4,95.8,4.8*,96.7,101.3,89.2

41: COc1cc(Cc2cc(OC)c(O)c(OC)c2)cc(OC)c1O
42: C=C1CC[C@H]2[C@@](C)(CCC3OC(c4ccc(OCc5cn(CC6OC7OC(C)(C)OC7C7OC(C)(C)OC67)nn5)cc4)OC[C@]32C)[C@@H]1/C=C/C1=CCOC1=O (some centres not stated)
43: COc1cc(C2CC(=O)c3cc(OC)c(OC)c(OC)c32)cc2c1OCO2 (configuration not stated)
44: Cc1cc2nc3ccccc3n2c2cc(O)ccc12
45: COc1ccc(OC)c2c(=O)cc(C)[nH]c12
46: C[C@H](C(=O)N[C@@H](Cc1ccc(-c2ccc(S(=O)(=O)O)cc2)cc1)C(=O)NC1CC(C)(C)N(C)C(C)(C)C1)c1ccc(-c2ccccc2)c(F)c1
47: CCCCCC(C)N(C)C(=O)CNCC(C)C (configuration not stated)
48: C#CCOCC1CN(c2ccccc2)C(=O)O1 (configuration not stated)

screen / no.,41,42,43,44,45,46,47,48
UACC-257,89.3,103.6,108.6,96.6,103.5,69.5,143.5,98.3
SK-MEL-28,82.4,107.0,88.9,122.3,115.2,114.1,116.9,109.4
MALME-3M,86.0,82.6,85.0,136.0,99.2,110.5,·,105.6
MDA-MB-435,2.4*,100.5,86.5,102.9,100.7,100.8,103.3,111.3
SK-MEL-5,101.2,67.6,98.4,88.2,100.9,95.8,99.3,98.2
UACC-62,94.9,74.8,78.0,89.1,109.8,98.3,112.1,106.7
SK-MEL-2,76.6,100.8,101.4,84.5,105.9,100.8,110.3,107.0
LOX IMVI,80.7,·,97.5,89.3,98.6,100.7,98.6,106.2

49: Nc1cc(S(=O)(=O)O)cc2ccccc12
50: O=c1oc2c([nH]c3ccc4ccccc4c32)c2ccccc12
51: O=C1OC2CCCC2C12C(=O)O[C@@H]1CCC[C@@H]12 (mixture of isomers)
52: COc1ccc(/C=C/c2ccc(OC)cc2)cc1
53: CC(=O)ON1CCCC(P(=O)(OCCSC(=O)C(C)(C)C)OCCSC(=O)C(C)(C)C)C1=O (configuration not stated)
54: O=C(c1cc2ccccc2o1)c1nn(-c2ccccc2)/c(=N/N=Cc2cn(-c3ccccc3)nc2-c2cc3ccccc3oc2=O)s1
55: COc1ccc2c(c1)[nH]c(=O)c1c3cc(C)c(C)cc3cn21
56: COc1cc(-c2nc(SCCNS(=O)(=O)c3ccc(C)cc3)[nH]c(=O)c2C#N)cc(OC)c1OC

screen / no.,49,50,51,52,53,54,55,56
UACC-257,87.9,·,84.1,102.9,54.2,102.8,66.8,104.4
SK-MEL-28,110.4,133.7,107.0,107.5,30.7,114.5,-7.4*,104.1
MALME-3M,114.1,114.6,95.9,126.3,17.1,98.9,15.6,102.6
MDA-MB-435,102.8,105.1,103.7,113.6,48.5,81.1,-60.8*,102.0
SK-MEL-5,99.0,85.5,97.2,108.0,-3.0*,101.7,10.3,101.6
UACC-62,113.7,93.8,92.1,110.6,20.4,97.2,42.5,93.2
SK-MEL-2,100.4,107.3,118.7,101.9,50.6,100.3,-4.8*,108.2
LOX IMVI,94.5,98.8,102.2,118.4,25.8,95.6,-99.2*,90.0

57: COc1ccc(OC)c(N2C(=N)/C(=C3\Nc4ccccc4S3)CC2=O)c1
58: COc1ccc(-c2nn(-c3cccc(Cl)c3)cc2C2CC(c3cccs3)=NN2C(C)=O)cc1 (configuration not stated)
59: c1ccc(-c2cc(-c3ccccc3)c(-c3ccccc3)o2)cc1
60: O=C(Nc1nc2ccc(OC(F)(F)F)cc2o1)Nc1c(F)cccc1F
61: O=c1[nH]c(CN/N=C/c2ccc(O)cc2)nc2ccccc12
62: Cn1c(=O)c2[nH]c(N/N=C/c3ccccc3)nc2n(C)c1=O
63: O=C1NC(=O)C2(CCc3ccccc32)N1 (configuration not stated)
64: COc1ccc(S(=O)(=O)N2C(=O)N(S(=O)(=O)c3ccc(OC)cc3)[C@H](OC)[C@H]2OC)cc1

screen / no.,57,58,59,60,61,62,63,64
UACC-257,117.5,112.2,104.1,119.3,96.4,107.4&115.4,86.1&106.7,109.1
SK-MEL-28,112.9,97.7,108.8,99.9,106.3,100.9&107.9,123.2,107.9
MALME-3M,88.5,117.2,112.6,98.9,93.4,100.2&111.9,96.7&97.0,91.0
MDA-MB-435,126.5,98.9,104.4,109.5,85.4,98.9&92.0,129.0&106.7,108.7
SK-MEL-5,·,100.4,111.5,93.1,·,104.2&104.2,108.3&99.4,106.5
UACC-62,109.4,80.4,106.0,84.0,93.3,100.0&100.0,96.7&100.4,79.7
SK-MEL-2,65.0,76.0,91.9,102.8,110.0,94.1&118.8,51.4&128.8,90.8
LOX IMVI,85.1,101.6,105.3,98.9,95.7,119.9&114.0,95.7&102.9,93.5

65: CC(=O)Nc1ccc(/C=C/C(=O)c2ccc([N+](=O)[O-])cc2)cc1
66: CCCCCC1(/C=N/NC(N)=S)NC(=O)NC1=O (configuration not stated)
67: NC(N)=Nc1ccc(Oc2cccc(Nc3cccc(C(F)(F)F)c3)c2)cn1
68: C=CC(CCl)OC(=O)Nc1cccc(Cl)c1 (configuration not stated)
69: Cc1ccc(CSC(=S)NNc2ccccc2)cc1C
70: Cn1c(SCC(=O)c2ccc(Cl)cc2Cl)nc2ccccc2c1=O

screen / no.,65,66,67,68,69,70
UACC-257,97.6,·,25.8,113.5,·,89.4
SK-MEL-28,105.5,110.0,31.5,106.9,105.5,99.7
MALME-3M,117.0,88.9,·,98.3,88.9,106.1
MDA-MB-435,100.7,111.8,-20.6*,101.9,103.4,97.4
SK-MEL-5,103.7,102.5,31.4,116.9,99.4,·
UACC-62,93.5,102.0,-16.2*,101.4,83.3,65.2
SK-MEL-2,117.0,98.9,64.8,123.8,102.8,99.1
LOX IMVI,95.8,99.0,-90.3*,90.7,92.3,·
